Compound activity from PubChem.
RTF Ca sens inh – cardiac RTF calcium desensitization. P19429+P45379. IANBD-labeled cardiac RTF, Ca2+ fluorescence. inhibition, % at 7.15 µM. 340,000 compounds, 0.12% hits;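 active means inhibition above the mean inhibition of all tested compounds plus 3 SD, cut at about 17% in these data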;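 further: assay run at fixed EC70 calcium of 1.6 mM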
CAL PDZ FP-1 – blocks peptide binding to human CAL PDZ domain; inhibition, % at 20 µM; 330,000 compounds, 0.02% hits; AID 504414; Q9HD26; purified CAL PDZ, TMR-peptide fluorescence polarization, 1 h;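 active means highest replicate inhibition of at least 40%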;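 further: plate controls were DMSO neutral control wells for no effect and unlabeled competitor peptide control wells for full effect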
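Control set: unlabelled peptide and DMSO controls / Material: purified CerCALP PDZ construct / Timing: 1 h incubation at room temperature before polarization reading / Doses: 20 µM, one dose / Detection: fluorescence polarization (mP)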
C-LANA FP – inhibitors of KSHV LANA C-terminal domain DNA binding; MBP-C-LANA/FAM-LBS DNA binding, fluorescence polarization; 340,000 compounds, 0.078% hits; AID 504423; inhibition, % at 9 µM;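 active means highest replicate inhibition at or above 60% at 9 µM, even if other replicates fall short; inactive means all replicates below 60% inhibition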;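 further: 0% = neutral control wells and 100% = 4 µM acridine orange control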
SR-BI DiI-HDL act – SR-BI HDL lipid transfer activation. CHO ldlA[mSR-BI] cells, DiI-HDL uptake fluorescence, 3 h; 100 = double the neutral-control signal. activation, % at 12.5 µM. 320,000 compounds, 0.096% hits;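 active means mean replicate activation of at least 60% and every replicate at or above 60%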;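 further: 0% = median plate neutral-control signal and 100% = twice that signal; values of inactives mirror those of a sister screen read the other way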
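Test system: SR-BI-overexpressing, LDLR-lacking CHO cells. Measured by: DiI fluorescence, bottom read. Medium: Ham's F12 with 0.5% BSA, HEPES 25 mM, pH 7.4. Timing: 3 h uptake period with compound, 37 °C.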
CAL PDZ FP-2 – CAL PDZ (human) peptide binding inhibition. inhibition, % at 24.9 µM. Q9HD26. AID 602252. purified CAL PDZ, TMR-peptide fluorescence polarization, 1 h. 300,000 compounds, 0.92% hits;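 active means mean inhibition of at least 30% with at least half of replicates also reaching 30%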;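 further: 0% = DMSO neutral control and 100% = excess unlabeled competitor peptide PRC23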
Rtt109 HAT inh – inhibitors of Candida albicans Rtt109/Vps75 histone acetyltransferase; Q5AAJ8; purified Rtt109/Vps75, ThioGlo CoA-SH fluorescence, 4 h; 330,000 compounds, 0.16% hits; inhibition, % at 34.9 µM;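 active means inhibition of at least 50% in every replicate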
Target sequence (Q5AAJ8 whole entry, looked up): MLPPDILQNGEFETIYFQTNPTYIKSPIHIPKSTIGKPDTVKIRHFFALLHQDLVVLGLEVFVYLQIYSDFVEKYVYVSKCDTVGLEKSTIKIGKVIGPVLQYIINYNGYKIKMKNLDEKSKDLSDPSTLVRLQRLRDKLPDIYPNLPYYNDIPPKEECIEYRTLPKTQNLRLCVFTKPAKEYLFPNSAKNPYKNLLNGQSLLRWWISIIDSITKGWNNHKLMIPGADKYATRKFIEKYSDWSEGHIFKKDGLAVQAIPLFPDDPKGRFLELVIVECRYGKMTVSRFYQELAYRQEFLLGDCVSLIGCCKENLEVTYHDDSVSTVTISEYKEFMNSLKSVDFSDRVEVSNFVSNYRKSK
DAGLB inh – blocks human DAGLB lipase activity; HEK293T DAGLB membrane lysate, EnzChek fluorogenic substrate; inhibition, % at 5.17 µM; 340,000 compounds, 0.059% hits; in the data active means inhibition above about 34%;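 further: 0% = enzyme with vehicle and 100% = wells lacking enzyme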
PKA-R2B act – activates the human PKA-R2B holoenzyme complex. P22694+P31323. PKA-R2B holoenzyme dissociation, Cy5-IP20 fluorescence polarization; R2B truncated from residue 108, S112A mutant; 0% DMSO only, 100% 113 µM cGMP. activation, % at 11.4 µM. 340,000 compounds, 0.079% hits. AID 504700;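 active means activation above a cutoff set at the mean over all compounds plus 3 SD, cut at about 18% in these data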;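 further: higher means more holoenzyme dissociation and a rise in polarization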
Target sequence (P31323 whole entry, looked up, other chains not shown, the tested form may be a part): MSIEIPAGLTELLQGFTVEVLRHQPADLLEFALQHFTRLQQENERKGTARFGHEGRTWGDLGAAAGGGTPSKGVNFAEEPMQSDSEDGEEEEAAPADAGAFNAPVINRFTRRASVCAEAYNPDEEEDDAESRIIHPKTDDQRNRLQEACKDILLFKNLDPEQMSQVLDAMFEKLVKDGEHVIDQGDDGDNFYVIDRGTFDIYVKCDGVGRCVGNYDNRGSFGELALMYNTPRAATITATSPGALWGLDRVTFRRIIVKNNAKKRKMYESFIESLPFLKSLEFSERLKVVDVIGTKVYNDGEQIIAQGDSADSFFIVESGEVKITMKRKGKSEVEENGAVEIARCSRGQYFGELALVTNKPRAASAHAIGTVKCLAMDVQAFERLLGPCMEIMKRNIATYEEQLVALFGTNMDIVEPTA
Keap1 Nrf2 FP – inhibitors of human Keap1-Nrf2 protein-protein interaction; Q14145; Keap1 Kelch-Nrf2 peptide fluorescence polarization, 1536-well; inhibition, % at 9.4 µM; 340,000 compounds, 0.15% hits; in the data active means inhibition above about 12%;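 further: human Keap1 Kelch domain with fluorescein labeled Nrf2 9mer peptide probe; 0% = neutral control wells and 100% = peptide positive control; higher means more block of Keap1 binding to Nrf2 peptide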
cardiac RTF act – cardiac RTF calcium sensitization; P19429+P45379; IANBD-labeled TnC RTF fluorescence at EC20 calcium; 0% EC20 calcium, 100% full calcium; activation, % at 7.2 µM; 340,000 compounds, 0.24% hits; AID 493008;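 active means activation above the mean over all tested compounds plus 3 SD, cut at about 30% in these data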;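 further: rise in fluorescence read as greater calcium sensitivity of cardiac thin filaments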
* marks the source's active call; other numbers are inactive results; x = not tested or not shown.

Structure	SR-BI DiI-HDL act	Keap1 Nrf2 FP	C-LANA FP	CAL PDZ FP-2	Rtt109 HAT inh	CAL PDZ FP-1	RTF Ca sens inh	PKA-R2B act	cardiac RTF act	DAGLB inh
COc1ccc(S(=O)(=O)N(CC(=O)N2CCN(c3ccccc3)CC2)c2ccccc2)cc1	6	-9	0.0	0	9	-3.3	-5	1	-1	1
O=C(NCC1CCCO1)c1cc(-c2ccc(F)cc2)no1 (stereo unspecified)	4	-8	1.0	x	-4	-2.2	-12	-4	2	0
CCOC(=O)c1ccc(N2Cc3ccccc3C2=N)cc1	33	-4	0.7	5	-2	x	10	-3	7	-1
NC(=O)CN1CCCN(S(=O)(=O)c2ccc(Br)cc2)CC1	18	1	-1.5	-1	-8	-1.1	-1	-3	4	3
CN(Cc1ccccc1)S(=O)(=O)c1ccc(NS(=O)(=O)Cc2ccccc2)cc1	-3	-5	-0.8	-5	-2	-0.9	2	-4	-7	-2
COc1ccc(Cn2nnnc2C(c2ccccc2)N2CCN(C3CCCC3)CC2)cc1 (stereo unspecified)	-7	-3	1.1	-3	-4	-0.4	6	-10	0	-1
O=S(=O)(Nc1cccc(S(=O)(=O)N2CCCC2)c1)c1ccccc1F	7	5	1.1	x	3	0.1	-3	0	0	0
O=C(C[n+]1cc(Br)cc2ccccc21)c1ccc(F)cc1	-25	-8	4.0	-1	-3	0.7	-19	-3	-1	-4
COc1ccc(Br)c(C(=O)N2CCN(S(=O)(=O)c3cccs3)CC2)c1	-1	1	-0.3	-2	-2	-0.5	2	-6	0	-1
Cc1cc(C)c2c(c1)C1(OCCO1)C(=O)N2	33	-6	0.6	-6	3	-0.4	-7	-5	-3	0
Cc1cc(NC(=O)CCC(=O)N(CC(=O)NCC2CCCO2)c2ccc(F)c(Cl)c2)no1 (stereo unspecified)	15	-6	0.2	0	15	-2.3	-8	2	-11	-1
O=C(Nc1ccccc1C(=O)NCC1CCCO1)c1ccccc1F (stereo unspecified)	1	-1	-0.2	-6	-8	0.5	-10	-6	-3	5
CCCCNC(=O)N(c1c(N)n(Cc2ccccc2)c(=O)[nH]c1=O)C1CCCC1	6	-1	2.3	2	-3	-2.2	-18	5	3	3
Cc1ccccc1S(=O)c1ccccc1C(=O)O (stereo unspecified)	-3	-1	-1.8	1	11	-0.3	-5	1	2	-2
O=C(c1nc2ccc(Cl)cn2c1CN1CCCC1)N1CCc2ccccc2C1	13	6	9.9	-2	5	-1.7	-23	1	6	0
COc1ccccc1C/C(N)=N/OC(=O)COc1ccc2ccccc2c1	6	1	2.7	0	-3	0.4	-11	-4	-5	-9
COc1ccccc1NS(=O)(=O)c1cc(C(=O)NCC(c2ccco2)N2CCCCC2)ccc1C (stereo unspecified)	9	-7	-0.4	-3	18	-3.2	-12	-5	-3	0
NC1=NC(=O)NC1(c1ccccc1)c1ccccc1	-7	4	1.0	-3	-2	0.0	-2	-2	-8	-6
COc1cc(/C=C/C(=O)OCC(=O)NCCc2ccc(F)cc2)ccc1OC(F)F	-38	-4	-2.7	x	3	-0.5	3	5	-2	-5
O=C(COc1ccc(Cl)cc1)N1CCCCC1	5	2	0.4	-4	5	-0.9	-2	5	5	1
Cc1ccc(S(=O)(=O)Nc2c(C)nn(C)c2C)cc1C	-7	-5	-7.9	-1	-3	-0.7	1	-3	-2	3
COCCn1c(SCC(=O)NCc2ccc(F)cc2)nc2ccccc21	x	-5	0.5	0	2	-0.8	-4	6	1	3
Cc1cccc(Cn2c(N(C)Cc3ccccc3)nc3c2c(=O)[nH]c(=O)n3C)c1	5	-7	0.2	x	12	-0.7	-1	-15	-2	11
O=C(Nc1cccc2c1CCCC2)c1cc([N+](=O)[O-])ccc1Cl	-27	-4	0.3	-4	5	4.5	9	-8	7	0
CN1/C(=C\C(=O)Nc2cccnc2)c2ccccc2CC1(C)C	12	4	1.6	1	-5	-2.1	0	-11	-1	0
CCc1ccc(NC(=O)CSc2nc(N)c(NC(=O)c3ccc(F)c(F)c3)c(=O)[nH]2)cc1	28	3	0.4	2	8	0.1	-1	-2	-3	0
CC(Oc1cccc(F)c1)c1ccnc2nc(/N=C/N(C)C)nn12 (stereo unspecified)	6	-5	-0.3	-7	-1	-2.2	7	-1	7	-1
O=C(CSc1nnc(-c2ccccn2)o1)Nc1ccccc1F	20	1	-0.6	-3	-14	-2.5	-8	1	-1	2
O=C(NNS(=O)(=O)c1ccc(F)cc1)c1ccc(O)cc1	6	43*	23	x	0	-0.6	-6	0	1	1
O=C(Nc1cccc(N2C(=O)C3C4C=CC(C4)C3C2=O)c1)c1cccs1 (stereo unspecified)	-1	-5	0.4	2	-3	-3.0	-22	3	5	0

The closing 2 records of the section above open the next one:
Structure	SR-BI DiI-HDL act	Keap1 Nrf2 FP	C-LANA FP	CAL PDZ FP-2	Rtt109 HAT inh	CAL PDZ FP-1	RTF Ca sens inh	PKA-R2B act	cardiac RTF act	DAGLB inh
O=C(NNS(=O)(=O)c1ccc(F)cc1)c1ccc(O)cc1	6	43*	23	x	0	-0.6	-6	0	1	1
O=C(Nc1cccc(N2C(=O)C3C4C=CC(C4)C3C2=O)c1)c1cccs1 (stereo unspecified)	-1	-5	0.4	2	-3	-3.0	-22	3	5	0
CCC(C)NC(=O)C1CCN(S(=O)(=O)N2CCC3(CC2)OCCO3)CC1 (stereo unspecified)	27	0	-0.5	-4	9	-1.4	6	-4	-4	0
COc1cc(C2NC(=O)CCC2[N+](=O)[O-])cc(Br)c1OC (stereo unspecified)	11	-5	-1.5	1	-2	0.7	-8	-10	-4	2
COC(=O)c1cc(C#N)c(Oc2ccccc2)nc1C	-9	-5	0.1	-2	-2	-0.7	-9	15	4	-3
COc1ccc(C2CC(c3ccc(OC)c(OC)c3)=NN2C(=O)c2ccccc2)cc1 (stereo unspecified)	-2	1	0.2	-6	x	-1.1	-6	-15	0	-3
CN(C)/C=N/c1cc(=O)n(Cc2ccccc2)c(=O)n1C	1	0	0.8	-2	-3	-0.6	-7	-8	0	1
COc1ccc(CNC(=O)c2onc(C)c2Cl)cc1	2	-3	0.9	x	3	0.6	-8	-4	4	3
CSc1ncccc1C(=O)OCC(=O)c1cccs1	12	-2	-0.2	-2	x	-3.6	-5	6	-1	-1
COC(=O)CSc1nc(C)c(C(=O)Nc2ccccc2C)c(-c2ccc(Cl)cc2)c1C#N	-25	-7	2.1	-4	-28	-0.8	3	4	0	-1
[O-][N+](=C(c1ccccc1)c1ccccc1)c1ccccc1	6	-4	-1.0	x	11	-1.0	-3	-10	-2	0
COc1cc(-c2nc3cnccn3c2Nc2ccc3c(c2)OCCO3)ccc1O	-32	2	-1.5	0	11	0.9	-1	0	-2	0
CCn1c(=O)c([N+](=O)[O-])c(NCc2ccc3c(c2)OCO3)c2ccccc21	-61	0	-0.4	-3	5	-2.3	2	-1	-1	0
N#C/C(=C\c1cn[nH]c1-c1ccc(Cl)cc1)C(=O)NCc1ccccc1	-11	4	-0.8	-4	0	-2.8	5	-2	-3	-2
CCCC(=O)Oc1ccc(N(C(=O)CCC)S(=O)(=O)c2cccc([N+](=O)[O-])c2)cc1	11	-1	-1.1	-3	7	-0.1	-21	-6	-1	-4
O=c1c2c([N+](=O)[O-])cc([N+](=O)[O-])cc2nc2ccccn12	18	-2	-1.1	-1	-5	-6.0	-9	-1	6	4
CCc1cccc(C)c1NC(=O)CO/N=C(\C)c1cc2ccccc2o1	-20	-7	1.7	-2	-1	-1.7	-1	1	3	-5
C/C(CC(=O)Nc1cccc(Cl)c1Cl)=N\NC(=O)c1ccccc1C	-28	-8	-0.2	0	2	-0.7	-5	-1	5	1
O=C(N/N=C/c1cccnc1)C(O)c1ccccc1 (stereo unspecified)	35	1	-1.9	6	-4	0.1	8	-8	-5	-4
COc1cc(F)c(C2=CC(=O)C[C@H](c3ccc4c(c3)OCO4)C2)cc1F	15	-5	2.7	-3	-1	-1.1	-2	-7	-1	-6
COc1ccc(N2C(=O)N3[C@H](c4ccc(Br)cc4)[C@@H]4C(=O)N(C(C)(C)C)C(=O)[C@@H]4[C@]3(Cc3ccccc3)C2=O)cc1	39	-3	-0.6	1	0	0.9	-18	0	0	-9
CCOc1cc(NC(=S)NCC2CCCO2)c(OCC)cc1NC(=O)CC (stereo unspecified)	18	2	0.9	-7	-8	6.2	-12	10	2	1
O=C(/C=C/c1cccnc1)c1ccc(O)cc1	x	-4	1.0	-3	5	2.0	-3	5	0	1
O=c1[nH]n(Cc2ccccc2)c(=O)c2ccccc12	25	-2	0.6	x	-8	-1.8	0	4	0	1
N#CCCN(Cc1cccnc1)C(=S)Nc1ccc(OC(F)F)cc1	19	-2	-0.5	-2	-20	0.0	2	2	-4	-1
CCN1CCN(CCNC(=O)Nc2ccc([N+](=O)[O-])cc2)CC1	11	-2	0.6	-3	2	0.9	8	-3	-2	1
COc1ccc(-n2ncc3c2CC(C)(C)CC3NC(=O)CCn2nc(C)cc2C)cc1 (stereo unspecified)	-15	-3	-0.3	-2	-2	-0.4	-9	12	2	-2
